Source: PubChem (several laboratories)
TRPC4 PAM = allosteric potentiators of mouse TRPC4 channel | HEK293 TRPC4beta/mu-opioid, DAMGO EC20, Fluo-4 Ca2+ flux; stronger effect = higher value | 0.42% of 310,000 active | B-score at 10 µM | AID 2227;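 active = B-score of calcium response area above 5 SD of library B-scores, with initial fluorescence ratio within 5 SD of library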;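 note: B-score of integrated fluorescence ratio over time as area under calcium response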
MrgX1 antagonist = antagonists of human MrgX1 receptor | AID 588676 | MRGX1-HEK293 calcium flux, Fluo-4, BAM8-22 antagonism; stronger effect = lower value | B-score at 10 µM | 1.3% of 310,000 active | Q96LB2;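 active = calcium-response B-score plate-corrected more than 3 library SD below zero, starting fluorescence within 5 deviations, no agonist response on first addition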;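 note: peak minus trough fluorescence over baseline after final BAM8-22 challenge near maximal dose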
TRPC6 act = activators of mouse TRPC6 channel; HEK293-TRPC6 membrane potential dye fluorescence; stronger effect = higher value; B-score at 10 µM; 0.13% of 310,000 active;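 active = B-score of the integrated fluorescence ratio above library mean plus 3 SD, and starting fluorescence ratio within library mean plus 5 SD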;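 note: higher score means more depolarization so channel activation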
Target sequence (Q61143 whole entry, looked up): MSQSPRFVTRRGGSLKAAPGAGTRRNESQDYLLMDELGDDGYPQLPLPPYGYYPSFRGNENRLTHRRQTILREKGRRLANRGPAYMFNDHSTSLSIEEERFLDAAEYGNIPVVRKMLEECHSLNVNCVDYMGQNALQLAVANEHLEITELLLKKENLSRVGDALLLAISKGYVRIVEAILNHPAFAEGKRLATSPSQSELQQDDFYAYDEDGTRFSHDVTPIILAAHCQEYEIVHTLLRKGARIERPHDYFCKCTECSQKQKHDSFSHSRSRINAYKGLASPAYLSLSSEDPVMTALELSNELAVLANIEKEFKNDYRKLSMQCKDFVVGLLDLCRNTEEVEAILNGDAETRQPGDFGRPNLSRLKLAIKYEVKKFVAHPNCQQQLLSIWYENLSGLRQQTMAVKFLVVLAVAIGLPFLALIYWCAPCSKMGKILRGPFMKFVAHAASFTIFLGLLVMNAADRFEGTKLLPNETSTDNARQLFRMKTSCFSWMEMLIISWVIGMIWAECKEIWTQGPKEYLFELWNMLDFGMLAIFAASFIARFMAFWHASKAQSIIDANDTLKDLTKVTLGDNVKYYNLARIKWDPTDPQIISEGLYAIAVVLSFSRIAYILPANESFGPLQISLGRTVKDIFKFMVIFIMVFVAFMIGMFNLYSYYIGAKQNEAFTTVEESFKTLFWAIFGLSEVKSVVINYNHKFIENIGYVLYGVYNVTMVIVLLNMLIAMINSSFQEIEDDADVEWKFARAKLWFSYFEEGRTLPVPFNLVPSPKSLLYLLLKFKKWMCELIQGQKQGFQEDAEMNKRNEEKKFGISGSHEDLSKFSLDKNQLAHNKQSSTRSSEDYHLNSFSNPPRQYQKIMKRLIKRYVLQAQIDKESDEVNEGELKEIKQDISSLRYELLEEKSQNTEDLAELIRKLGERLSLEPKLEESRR
SKKanGAS inh = blocks kanamycin growth of S. pyogenes SKKanGAS strain; BacTiter-Glo, 6 h; inhibition, % at 7.5 µM; 1.3% of 300,000 active; AID 1662;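 active = mean replicate score, as percent of positive control median, at least 50; inconclusive = mean below 50 but one replicate at or above 50; inactive = mean and every replicate below 50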;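 note: strain carries kanamycin resistance gene driven by streptokinase promoter and grows in 40 µg/ml kanamycin; loss of luminescence reflects streptokinase promoter inhibition or plain growth inhibition; 0% = median of DMSO wells and 100% = positive control at its reference dose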
KLF5 inh = kruppel-like factor 5 inhibition; DLD-1 KLF5 promoter-luciferase reporter, luminescence; inhibition, % at 5 µM; 0.23% of 290,000 active; AID 1700;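 active = inhibition above a per-plate limit of that plate's mean compound inhibition plus 3 SD, cut at about 60% in these data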;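 note: 0% = DMSO wells and 100% = LY294002 at 200 µM; higher means less KLF5 promoter-driven luciferase light; inactives centre near -14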
IEC-6 cytotox = counter-screen for KLF5 inhibitors: cytotoxicity in IEC-6 cells; IEC-6 cytotoxicity, luminescence viability; inhibition, % at 5 µM; AID 1825; 0.78% of 290,000 active; in the data active = inhibition above about 22%;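 note: 0% = plate median of test compound wells and 100% = cytotoxic reference compound wells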
aSyn 5UTR inh = MLPCN primary screen, SNCA 5' untranslated region. alpha-synuclein 5'UTR reporter, inhibitor activity. inhibition, % (tested at 7.5 µM). 0.82% of 300,000 active. AID 1813; in the data active = inhibition above about 60%; inconclusive = no clear call, values can overlap the other calls;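 note: H4 neuroglioblastoma cells stably carrying SNCA 5'UTR luciferase fusion; 0% = DMSO wells and 100% = positive control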
TRPC4 agonist = activators of mouse TRPC4 channel; B-score at 10 µM; Q9QUQ5; 0.49% of 310,000 active; AID 2237; HEK293 TRPC4beta/mu-opioid, Fluo4 calcium fluorescence; stronger effect = higher value;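 active = B-score above 5 SD of library B-scores, and initial fluorescence ratio not above library mean plus 5 SD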;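 note: positive B-score marks a calcium rise read as TRPC4 activation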
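system = HEK293 cells stably co-expressing mouse TRPC4beta and mu-opioid receptor | schedule = Fluo4 dye loading 45 min at room temperature, 110 s recording | measure = B-scored integrated calcium fluorescence ratio | signal = Fluo4 calcium-sensitive dye fluorescence, kinetic, 1 Hz baseline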
TRPC4 block = blocks the mouse TRPC4 cation channel | HEK293 TRPC4beta/mu-opioid, DAMGO-evoked Fluo4 calcium flux; stronger effect = lower value | B-score at 10 µM | 0.39% of 300,000 active;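 active = B-score over 3 SD under the library average, no early fluorescence shift, positive overall ratio signal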
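test system = HEK293 cells with stable TRPC4beta plus mu-opioid receptor expression | detection = Fluo4 Ca2+ flux fluorescence | read-out = integrated fluorescence ratio relative to baseline, converted to per-well B score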
HIF activator = HIF pathway transcriptional activation; 0.32% of 300,000 active; U2OS HRE-luciferase reporter, luminescence; normalized: DMSO 0%, desferrioxamine 100%; AID 1910; activation, % at 7.5 µM (by protocol);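 active = mean activation of at least 10% of the iron chelator positive control signal, with at least half of replicates also reaching 10%; inconclusive = mean and replicate majority disagree about reaching 10%; inactive = mean and most replicates under 10%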
TRPC6 inh = inhibitors of mouse TRPC6 channel. B-score at 10 µM. Q61143. HEK293-TRPC6, membrane potential dye, ACh-evoked depolarization; stronger effect = lower value. 1.1% of 310,000 active;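 active = B-score under library mean minus 3 SD, initial fluorescence not abnormally high, positive integrated signal ratio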;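 note: B-score derived from integrated fluorescence ratio over the kinetic read; more negative B-score means stronger inhibition of depolarization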
Numbers without * were called inactive; i = inactive; ? = inconclusive; nt = not tested or not shown.

SMILES	TRPC4 block	IEC-6 cytotox	KLF5 inh	TRPC4 agonist	TRPC4 PAM	SKKanGAS inh	TRPC6 inh	HIF activator	MrgX1 antagonist	aSyn 5UTR inh	TRPC6 act
Cc1ccc(-c2c(C)n([O-])c3c([n+]2=O)CCCC3)cc1	i	1.6	-7.0	i	i	0.5	i	-2.3	i	46.3	i
CCc1nnc(NC(=O)c2ccc(OC)cc2OC)s1	i	1.0	-74.4	i	i	-4.6	i	-1.6	i	25.8	i
O=C1Nc2ccc([N+](=O)[O-])cc2OC1CCN1CCN(Cc2ccc3c(c2)OCO3)CC1 (stereo unspecified)	i	1.4	-25.6	i	i	-3.9	i	-0.7	i	4.0	i
N#CC1(C#N)C(c2ccccc2)OC23CCCCCC2C1(C#N)C(=N)O3 (stereo unspecified)	i	-7.0	-8.6	i	i	0.3	i	-0.5	i	-0.6	i
O=C(NC1CCCc2ccccc21)c1cc(F)cc(F)c1 (stereo unspecified)	i	2.8	10.0	i	i	1.1	i	-0.5	i	32.8	i
CN1CCN(S(=O)(=O)c2ccc(NC(=O)c3ccc(Br)s3)cc2)CC1	i	-6.3	-39.4	i	i	9.0	i	0.5	i	-13.5	i
Cc1ccc(C)c(C(=O)CN2C(=O)NC3(CCC(C)CC3)C2=O)c1 (stereo unspecified)	i	-1.4	-0.6	i	i	-6.3	i	-0.3	i	13.8	i
N=c1c(C(=O)NCc2ccco2)cc2c(=O)n3ccccc3nc2n1CCc1ccccc1	i	0.4	-18.4	i	i	6.2	-5.81*	0.1	i	-56.5	i
CC1CCC(NC(=O)c2ccc3snnc3c2)CC1 (stereo unspecified)	i	1.3	-92.7	i	i	-6.6	i	2.1	i	-86.5	i
CCCn1c(SCC(=O)Nc2ccc(Cl)cc2)n[nH]c1=O	i	4.7	7.5	i	i	1.9	i	-1.0	i	-2.0	i
Cc1ccc(S(=O)(=O)NC(=O)Nc2ccc(C)cc2C)cc1	i	2.6	-26.3	i	i	3.9	i	0.4	i	12.3	i
COc1ccc(NC(=O)COc2coc(CN3CCN(c4ccccc4)CC3)cc2=O)cc1	i	nt	nt	i	i	-6.1	i	0.0	-5.73*	7.0	i
COc1ccccc1NS(=O)(=O)c1ccc(NC(C)=O)cc1	i	4.0	-10.3	i	i	1.8	i	-0.8	i	-26.4	i
CCN1C(=O)Cc2cc(S(=O)(=O)NCCc3ccccc3)ccc21	i	1.7	-17.5	i	i	3.3	i	-0.6	i	13.4	i
CC(=O)[C@@]1(O)CC[C@H]2[C@@H]3C[C@H](C)C4=CC(=O)C=C[C@]4(C)[C@@]3(F)[C@@H](O)C[C@@]21C	i	9.8	-14.0	i	i	-4.5	i	-0.3	i	20.9	i
CC(C)C[C@H](NC(=O)OC(C)(C)C)c1nnc(SCc2ccccc2)o1	i	1.2	15.9	i	i	16.7	i	0.0	i	-35.2	i
O=Cc1ccc(-n2cccn2)cc1	i	-2.7	7.4	i	i	-2.3	i	-0.3	i	-1.6	i
O=C(CN(c1ccccc1)S(=O)(=O)c1ccccc1)Nc1ccc(F)cc1	i	-1.2	8.9	i	i	-1.4	i	-0.7	i	7.6	i
COc1ccc(C2C(C(=O)N3CCN(c4ccccc4)CC3)c3ccccc3C(=O)N2C)cc1 (stereo unspecified)	i	1.7	-6.0	i	i	-6.2	i	-0.3	i	-2.1	i
CCOC(=O)C(=CNc1ccc2c(c1)nnn2-c1ccc(Cl)cc1)C(=O)OCC	i	4.3	-5.2	i	i	2.7	i	0.4	i	-6.4	i
O=C(CN1CCN(S(=O)(=O)c2ccc(Br)cc2)CC1)N/N=C/c1cccnc1	i	0.4	-21.8	i	i	-3.6	i	0.1	i	6.7	i
CCOc1ccc(Br)cc1S(=O)(=O)N1CCCC1	i	-4.4	-22.7	i	i	-1.6	i	0.8	i	12.6	i
NC(=O)C1CCN(C(=O)c2ccc3c(=O)n(Cc4ccco4)c(SCC(=O)c4ccc(F)cc4)nc3c2)CC1	i	8.5	-20.4	i	i	3.7	i	-1.2	i	9.4	i
Cc1nc(C)c(C(=O)N/N=C/c2c[nH]c3ccccc23)s1	i	4.2	-13.4	i	i	7.8	i	4.2	i	4.7	i
O=c1[nH]ncc(NCc2ccc(Cl)cc2)c1Cl	i	-6.1	-5.5	i	i	6.5	i	0.2	i	-7.6	i
Cc1cccc(N2CCN(C(=O)c3cc4c(=O)n(C)c5ccccc5c4n3C)CC2)c1C	i	-0.9	-38.4	i	i	25.2	i	-0.1	i	8.5	i
O=C(Nc1ccccc1)N1CCCN(Cc2c(F)cccc2Cl)CC1	i	7.3	-17.6	i	i	17.5	i	-0.4	i	-8.8	i
CSc1ccc(CN2C(=O)NC3(CCCCCC3)C2=O)cc1	i	5.5	-2.3	i	i	7.6	i	-0.7	i	-3.2	i
Cc1[nH]c2ccccc2c1/C=N/Nc1ccc([N+](=O)[O-])cc1	i	8.9	-22.6	i	i	20.2	i	0.7	-4.88*	-24.0	11.5*
Cc1ccc(Cc2ccc(C(=O)NNC(N)=S)o2)cc1	i	6.1	-1.3	i	i	-5.1	i	-0.1	i	14.3	i
O=C(CNS(=O)(=O)c1cccs1)Nc1ccc2c(c1)OCCO2	i	0.5	-50.8	i	i	-3.5	i	2.8	i	-90.8	i
CCC(C)(C)n1nnnc1C(c1ccccc1)N1CCc2ccccc2C1 (stereo unspecified)	i	0.3	-30.4	i	i	-1.9	i	-0.3	i	0.9	i
CCCCOC(=O)n1c(SCC(=O)N(CC)CC)nc2ccccc21	i	-4.2	24.3	i	i	1.5	i	0.0	i	0.0	i
CCN1C(=O)[C@@H]2[C@@H](c3ccc(-c4ccc(Cl)c(Cl)c4)c(OC)c3)N3CCCC[C@@]3(C(=O)OC)[C@@H]2C1=O	i	nt	nt	i	i	2.0	i	-0.4	i	19.0	i
CCN(CC)S(=O)(=O)c1ccc2oc(C(=O)NCc3ccc(C)cc3)c(C)c2c1	i	1.6	-34.4	i	i	-1.2	i	nt	i	-6.3	i
O=C(CCNC(=O)c1ccccc1)OCN1C(=O)c2ccccc2C1=O	i	1.9	-6.2	i	i	-0.1	i	-0.1	i	4.6	i
O=C(CN1CCN(C2CCCCC2)CC1)c1ccc2cc[nH]c2c1	i	-9.6	-27.2	i	i	-4.6	i	-0.3	i	-20.3	i
CC(=O)Nc1ccc(-c2csc(NC(=O)Cc3cccc(F)c3)n2)cc1	i	0.4	8.1	i	i	-11.6	i	0.5	i	23.2	i
O=C(O)COc1ccc(/C=N/n2c(COc3ccccc3)nc3ccccc3c2=O)cc1	i	-4.5	-28.3	i	i	5.7	i	0.9	i	-36.1	i
C=CCN1N=C(/C=C/c2ccccc2)CCC1=O	i	9.3	-22.2	i	i	-6.8	i	0.7	i	-9.1	i
COc1ccc(CN2CCCC(C(=O)c3ccc(SC)cc3)C2)cc1Cn1cccn1 (stereo unspecified)	i	5.7	1.1	i	i	-7.0	i	-0.4	i	2.9	i
O=C(CN1C(=O)S/C(=C\C=C\c2ccccc2)C1=O)NC1CCS(=O)(=O)C1 (stereo unspecified)	i	-8.6	-109.9	i	i	2.9	i	2.6	i	-169.0	i
O=C(CSc1nnc(CNC(=O)c2c(F)cccc2Cl)o1)NCc1ccc2c(c1)OCO2	i	-3.0	-9.2	i	i	0.0	i	-0.6	i	-4.6	i
Cc1c(C(=O)NCCN2C(=O)S/C(=C\c3cccnc3)C2=O)cccc1[N+](=O)[O-]	i	0.6	-4.1	i	i	-5.1	i	0.6	i	-4.1	i
Cn1c(N2CCN(C(=O)NC34CC5CC(CC(C5)C3)C4)CC2)nc2ccccc21	i	1.6	-42.8	i	i	6.0	i	0.0	i	-9.0	i
C/C(=N\NC(=O)CNC(=O)C1COc2ccccc2O1)c1ccco1 (stereo unspecified)	i	-3.5	-9.3	i	i	-2.3	i	0.7	i	7.7	i
Cc1cccn2cc(-c3ccc(Cl)cc3)nc12	i	16.7	-147.4	i	i	0.9	i	-2.6	i	-39.3	i
O=C1CC(NCc2ccc3c(c2)OCO3)C(=O)N1CCc1ccccc1 (stereo unspecified)	i	-3.0	8.0	i	i	2.4	i	0.0	i	11.4	i
CCCN1CCC(N2CCN(c3ccc([N+](=O)[O-])cc3)CC2)CC1	i	-1.4	-43.9	i	i	-4.6	i	-0.5	i	-15.0	i
Cc1cc(/C=N/NC(=O)Cn2c3ccccc3c(=O)c3ccccc32)c(C)n1-c1ccccc1	i	8.3	-22.4	i	i	13.2	i	-0.2	i	-22.2	i
COc1cccc2c(=O)n(CC(=O)N3CCN(c4ccccc4)CC3)ccc12	i	-4.0	-27.5	i	i	-2.7	i	0.1	i	0.0	i
Cc1csc(=S)n1-c1ccccc1	i	1.2	-13.0	i	i	-2.4	i	0.3	i	-10.2	i
c1ccc(Nc2nc3ccccc3o2)cc1	i	1.6	-138.0	i	i	8.0	i	2.2	i	-188.7	i
Cc1cccc[n+]1CC(=O)Nc1cccc([N+](=O)[O-])c1	i	-7.1	-23.0	i	i	-6.1	i	0.1	i	13.3	i
O=c1cc2c(nn1Cc1ccc(Cl)cc1Cl)-c1ccccc1CC2	i	3.4	-25.0	i	i	?	i	-0.4	i	11.2	i
Cn1nnnc1SCC(=O)Nc1ncc(Cl)cc1Cl	i	nt	nt	i	i	23.0	i	-0.7	i	-3.7	i
Cc1ccc(Nc2nnc(SCC(=O)NC3CCS(=O)(=O)C3)s2)c(C)c1 (stereo unspecified)	i	-11.3	-15.5	i	i	-0.9	i	-0.8	i	23.5	i
COC(=O)c1cc(C(=O)N2CCN(C(=O)c3ccco3)CC2)cc([N+](=O)[O-])c1	i	2.2	-3.9	i	i	-1.4	i	-0.4	i	2.8	i
CC(C)Cc1nnc(NC(=O)CCC(=O)NC2CCCC2)s1	i	-1.0	-18.9	i	i	7.9	i	-0.3	i	-2.1	i
O=C1CC(c2ccco2)CC(O)=C1C=NCCN1CCN(C(=S)Nc2ccccc2)CC1 (stereo unspecified)	i	2.4	3.9	i	i	-5.0	i	-0.1	i	16.5	i
O=C(O)c1ccc(Sc2nnnn2-c2ccccc2)c([N+](=O)[O-])c1	i	0.2	-20.8	i	i	1.4	i	-0.1	i	8.7	i
CCc1ccc(/C=c2\s/c(=C\C(=O)C(C)(C)C)[nH]c2=O)cc1	i	11.6	13.8	i	i	102.3*	i	0.0	i	-9.5	i
